HSP90 refold inh: HSP90 inhibitors, primary screen, cell lysate, luminescence | Heat shock protein HSP 90 (rabbit reticulocyte lysate; luciferase refolding) | Rabbit reticulocyte lysate, luciferase refolding luminescence, 3 h | inhibition, % at 5.6 µM | hit rate 0.91% among 290,000;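 active = inhibition above the screen-wide mean plus 3 SD, computed separately per campaign, cut at about 16% in these data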;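 also: 0% = DMSO wells and 100% = 60 µM geldanamycin wells; inhibitors lower the luminescence because luciferase stays unfolded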
Platelet DG rel: inhibitors of platelet dense granule secretion, primary screen, cell-based, MLPCN, human platelets | inhibition, %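 (compounds screened at 7.5 µM in platelet-rich plasma)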 | hit rate 0.22% among 300,000 | human platelet-rich plasma, SFLLRN dense granule ATP release, luminescence;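 active = mean replicate score, as percent of positive control, at or above 50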
GSK3beta inhib: human GSK3beta kinase inhibitors, primary screen, biochemical, cell-free homogeneous, HTS; GST-GSK3beta kinase, ADP-Glo luminescence, 60 min; hits give low values; hit rate 0.038% among 300,000; Glycogen synthase kinase-3 beta (Homo sapiens), P49841; activity score (negative = inhibition), % at 10 µM;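 active = more than half of replicate wells score below -50%, meaning over 50% inhibition versus plate controls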;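 also: 0% = median DMSO wells and -100% = median GW8510 positive control wells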
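test system = GST-tagged human GSK3beta kinase, cell-free | reagent = 25 µM ATP with peptide substrate | dosing = one dose of 10 µM per compound | schedule = 60 min reaction, RT | detection = luminescent ADP-Glo measurement of ADP formed | control set = DMSO neutral wells and GW8510 at 20 µM as positive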
DYRK1A inh: rat Dyrk1A kinase inhibitors, primary screen, biochemical, single point, plate reader. hit rate 0.43% among 310,000. AID 504441, 2011. Dual specificity tyrosine-phosphorylation-regulated kinase 1A (Rattus norvegicus), Q63470. ADP-Glo luminescence, NFATc1 peptide. inhibition, % at 12.5 µM; in the data active = inhibition above about 50%;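 also: plate controls were vehicle with enzyme for no effect and no enzyme for full effect; many of its hits are not listed in these tables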
HDAC3 inhib: HDAC3 deacetylase inhibitors, primary screen, biochemical, fluorescence, cell-free homogeneous. Histone deacetylase 3 (Homo sapiens), O15379. recombinant HDAC3, fluorogenic peptide/trypsin coupled. inhibition, % at 8.3 µM. hit rate 0.15% among 320,000. AID 2718, 2010; in the data active = inhibition above about 26%, passing the limit was not always enough
Target sequence (O15379 whole entry, looked up): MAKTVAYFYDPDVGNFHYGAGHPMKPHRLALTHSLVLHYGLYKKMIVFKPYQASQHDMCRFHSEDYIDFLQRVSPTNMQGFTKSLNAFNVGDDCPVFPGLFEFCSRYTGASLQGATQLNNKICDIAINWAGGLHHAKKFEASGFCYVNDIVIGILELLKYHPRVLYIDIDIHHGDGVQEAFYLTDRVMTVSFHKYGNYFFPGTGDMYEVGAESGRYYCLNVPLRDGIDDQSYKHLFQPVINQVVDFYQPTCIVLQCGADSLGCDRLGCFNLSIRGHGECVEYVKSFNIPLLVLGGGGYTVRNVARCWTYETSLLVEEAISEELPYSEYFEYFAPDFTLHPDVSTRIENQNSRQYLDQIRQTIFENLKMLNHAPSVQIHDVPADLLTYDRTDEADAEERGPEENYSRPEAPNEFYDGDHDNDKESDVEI
HSF1 activator: HSF-1 activators, primary screen, NIH3T3-HGL cells, MG132 stress, luminescence, single point; AID 504408, 2011; NIH3T3-HGL HSF-1 luciferase reporter, 8 h; 100% = twice DMSO control signal; hit rate 1.7% among 300,000; activation, % at 9 µM;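 active = mean replicate activation of at least 50% with a set share of replicates each reaching 50%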;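 also: 0% = median of the neutral control wells and 100% = twice that signal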
AI-2 QS mod: Vibrio harveyi AI-2 quorum sensing modulators, primary screen, JMH597 strain, luminescence/OD600 ratio; Vibrio harveyi JMH597 AI-2 luminescence/OD600 ratio, 9 h; hits give low values; strain lacks LuxN and CqsS sensors; 0 = neutral-control median; activity change, % at 7.5 µM; hit rate 0.4% among 300,000; in the data active = activity change below about -75%, passing the limit was not always enough;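 also: luminescence divided by OD600 gain over 9 h not by final OD600 alone; inactives centre near 13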
GSK3A inh: blockers of GSK3A enzyme activity – biochemical, luminescence, cell-free homogeneous, HTS, primary screen; Glycogen synthase kinase-3 alpha (Homo sapiens), P49840; GSK-3 alpha kinase, ADP-Glo luminescence, 60 min; inhibition, % at 10 µM; hit rate 0.1% among 320,000; AID 2650, 2010;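 in the data active = inhibition above about 50%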;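 also: GST-tagged GSK-3 alpha with peptide substrate and 25 µM ATP; 0% = DMSO neutral wells and 100% = GW8510 positive control wells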
Target sequence (P49840 whole entry, looked up): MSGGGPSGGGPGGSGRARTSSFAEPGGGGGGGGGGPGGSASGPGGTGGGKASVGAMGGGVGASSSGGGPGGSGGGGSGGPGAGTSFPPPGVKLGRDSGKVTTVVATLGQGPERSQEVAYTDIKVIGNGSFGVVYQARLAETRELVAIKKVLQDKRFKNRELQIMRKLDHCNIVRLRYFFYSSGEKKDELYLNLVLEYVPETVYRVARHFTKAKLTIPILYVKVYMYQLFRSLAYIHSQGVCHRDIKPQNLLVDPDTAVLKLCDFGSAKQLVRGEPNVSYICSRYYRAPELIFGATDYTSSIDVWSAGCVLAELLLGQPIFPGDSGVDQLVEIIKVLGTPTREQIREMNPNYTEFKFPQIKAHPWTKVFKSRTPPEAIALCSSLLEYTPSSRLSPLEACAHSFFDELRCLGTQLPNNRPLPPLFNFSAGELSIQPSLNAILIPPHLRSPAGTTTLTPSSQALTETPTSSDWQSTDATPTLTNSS
PolyA inhibitor: polyadenylation inhibitors in yeast reporter cells, primary screen, luminescence, S. cerevisiae | S. cerevisiae SKY197-pL101 polyadenylation reporter, beta-gal luminescence; efflux-impaired pdr1/pdr3 knockout yeast; score 100 = 6 SD above DMSO | calls only at 12 µM | hit rate 0.02% among 300,000 | AID 1875, 2009;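 active = lowest replicate activity score at least 50, where 100 means six control SD above control mean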;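 also: yeast exposed to compound for 9 h at 30 °C; higher score means more reporter readthrough which indicates perturbed polyadenylation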
HSF1 inh: HSF1 inhibitors in luciferase reporter cells, primary screen, cell-based, NIH3T3, luminescence; AID 2098, 2009; activity change, negative = inhibition, % at 7.5 µM (by protocol); hit rate 0.77% among 300,000; NIH3T3-HGL HSE-luciferase, MG132-induced, luminescence 8 h; hits give low values;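 active = more than half of replicate wells show activity change below -50%, luminescence cut by over half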;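 also: luciferase reports HSF-1 transcriptional activity via heat shock element; 0% = median of DMSO wells and -100% = zero luminescence signal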
Starred values were filed as active, the others as inactive; i = inactive; / = no result given. Not all compounds are listed (hit frequency here may not be typical).

SMILES	HSP90 refold inh	Platelet DG rel	GSK3beta inhib	DYRK1A inh	HDAC3 inhib	HSF1 activator	AI-2 QS mod	GSK3A inh	PolyA inhibitor	HSF1 inh
C/C(=N\O)C1(C)N(O)C(C)(C)C(c2ccc(Br)cc2)=[N+]1[O-] (stereo not drawn)	0.1	-5.4	-2.3	-5.0	0.7	13.4	3.1	-0.8	i	-3.7
COC(=O)c1ccc(Cn2cc(C(F)(F)F)cc([N+](=O)[O-])c2=O)cc1	-1.1	-2.4	-1.3	-4.0	5.4	-6.8	53.8	-0.1	i	0.8
O=C(Nc1ccccc1OC(F)F)c1cc2c(s1)CCC2	0.2	3.8	-1.3	3.1	-0.5	/	-0.6	-4.6	i	/
CCOC(=O)C1CCN(CC(=O)c2c(C)[nH]c3ccccc23)CC1	-0.4	-2.0	5.4	1.0	-1.1	8.2	15.1	2.2	i	-5.2
COc1ccc(C)cc1Nc1n[n+](-c2ccccc2)c(-c2ccc(OC)c(OC)c2OC)s1	-3.1	1.5	-0.5	1.5	11.4	-13.6	3.3	4.4	i	-3.5
CC(C)N(C(=O)CO/N=C/c1cccc([N+](=O)[O-])c1)C(C)C	6.7	-7.9	-2.0	6.7	-1.6	-2.8	22.3	-1.4	/	-2.4
COC(=O)C1C(=O)C(C(=O)c2ccc([N+](=O)[O-])cc2)C(=O)CC1(C)C (stereo not drawn)	0.9	0.3	0.5	8.3	-1.4	4.9	31.1	-3.0	i	3.7
O=C(/C=N\O)NCCCNCc1ccccc1	-0.8	9.9	-5.9	-5.0	5.9	-2.0	12.0	-1.0	i	-5.5
O=C(CN1C(=O)c2ccccc2S1(=O)=O)N1CCc2ccccc21	56.6*	1.3	-0.7	-1.0	-0.7	-21.4	23.8	-1.5	i	-21.5
CC(C)(C)OC(=O)N1CCC(Cc2cc(-c3ccccc3)no2)(C(=O)O)CC1	-5.0	0.3	3.4	-2.6	9.2	-9.8	18.5	-27.8	i	2.6
Cc1nc(NC(=O)C2CCCCC2C(=O)O)sc1C (stereo not drawn)	3.2	1.9	-1.6	-2.4	-1.9	12.9	12.1	-0.9	i	4.2
C/C(=N\Nc1ccc(C(F)(F)F)cn1)c1ccc(S(=O)(=O)NCc2ccco2)cc1	4.3	-1.7	1.3	1.4	1.1	2.7	3.2	-1.2	i	7.7
O=C(O)c1cccc(C(=O)c2cccc3ccccc23)c1	/	-32.6	-2.5	3.1	-6.2	2.4	24.7	-8.5	i	2.2
COc1cc(C(=O)Nc2ccc(S(=O)(=O)N3CCCCC3C)cc2)cc(OC)c1OC (stereo not drawn)	2.0	0.2	-0.3	4.0	5.5	-1.2	1.8	-1.4	i	6.8
CCCNC(=O)CSc1nccn1Cc1ccc(OC)cc1	-2.6	12.5	1.6	/	1.5	-11.3	22.8	-4.6	i	3.0
COCCC1CCCCN1C(=O)c1cccc(OC2CCN(C3CCCC3)CC2)c1 (stereo not drawn)	-3.9	5.0	2.1	0.4	-0.1	-1.1	1.8	-2.7	i	-9.7
CC(C)Cn1cnc2c1c(=O)n(CC(=O)N(C)C)c(=O)n2Cc1ccccc1	0.4	1.0	2.6	/	-4.3	-8.5	14.2	-3.0	i	-1.1
COc1cccc(NC(=O)C2CC(=O)N(C)C(=Nc3cccc(F)c3)S2)c1 (stereo not drawn)	-3.3	-3.4	-1.8	7.9	0.6	-7.2	18.4	-3.7	i	-4.0
CN(Cc1cn(C)nc1-c1ccccc1F)CC1CCCCO1 (stereo not drawn)	-2.0	-5.7	1.2	1.6	-6.7	-0.9	29.7	0.4	i	-2.8
COc1ccc(Cl)cc1NC(=S)NNC(=O)CC(C)C	-1.4	-0.9	3.8	11.2	-0.8	-14.0	16.3	-5.3	i	-1.6
Cc1c(Br)c([N+](=O)[O-])nn1CCCC(=O)Nc1c(C)n(C)n(-c2ccccc2)c1=O	2.1	4.4	1.0	2.3	-5.3	-12.7	16.0	0.1	i	-7.0
Cc1ccc(NC(=O)C(c2ccccc2)N(C)C)cc1Cl (stereo not drawn)	-3.6	-1.2	1.0	2.4	1.1	11.0	8.2	-2.4	i	8.6
Cc1ccc(S(=O)(=O)NC(=O)NCc2ccccn2)cc1	-0.9	-7.6	1.9	-8.7	0.2	-19.0	11.7	-3.0	i	-8.6
CC(=O)COc1c(-c2ccco2)oc2ccccc2c1=O	-3.6	14.5	0.6	1.2	-23.5	8.4	16.5	-0.1	i	-11.9
Cc1ccc2c(c1)c1c(n2CC(O)CNC2CCCCC2)CCCC1 (stereo not drawn)	2.9	4.3	-4.8	15.2	-4.9	0.6	23.0	/	i	5.4
CC(C)CNS(=O)(=O)c1cc2c3c(c1)CCC(=O)N3CCC2	0.6	-5.6	-1.6	-2.3	-3.8	-7.2	31.5	-0.7	i	6.5
Cc1ccc(CSc2nnc(-c3ccccn3)n2C)cc1	-2.3	-2.5	2.1	-3.3	1.2	44.5	2.4	-0.6	i	19.3
O=C(c1cc2sccc2n1Cc1ccc(F)cc1)N1CCCc2ccccc21	-2.8	/	1.3	-3.1	4.0	27.5	18.9	1.3	i	13.1
COC(=O)[C@@H]1C[C@@]2(Br)c3ccccc3N(S(=O)(=O)c3ccccc3)[C@H]2N1C(=O)OC	/	-2.0	-0.7	2.5	-0.4	-2.6	5.4	-0.8	i	-0.3
O=C(O)CN1C(=O)C2C3CC(C2C1=O)C1C(c2ccc(Cl)cc2)c2sc(=O)[nH]c2SC31 (stereo not drawn)	-1.3	-1.5	4.5	0.7	2.1	11.1	31.8	-2.9	i	-15.6
CC1CCN(c2cc(N)c(Cl)cc2[N+](=O)[O-])CC1	1.1	1.7	-0.2	27.3	-2.2	19.2	9.7	-0.1	i	4.1
Cc1ccc(N2C(=O)c3ccccc3NC2c2ccccc2O)cc1 (stereo not drawn)	8.8	1.7	-0.8	4.4	-0.8	32.9	-1.3	-1.1	i	19.2
COc1cc(OC)cc(-c2cc3nc(C)cc(N4CCN(C(=O)c5ccco5)CC4)n3n2)c1	5.1	-11.1	0.1	/	-0.4	15.7	1.0	-1.3	i	-4.3
CCCCCCNC(=O)N[C@@H](C(=O)NCCC[C@H]1CN2C(=NC[C@@H]2Cc2ccccc2)N1CCc1cccc(OC)c1)C(C)C	/	2.1	-9.7	/	8.4	19.0	55.3	5.1	i	10.3
CCC(C)NC(=O)C1(O)c2ccccc2NC(=O)N1c1ccc(C)c(C)c1 (stereo not drawn)	-2.1	2.1	1.6	-0.3	-2.9	-7.2	16.9	-1.7	i	-4.5
CCCC(=O)c1cc(-c2nc3ccccc3n2C)n(C)c1	0.2	-1.5	1.2	3.8	1.3	-5.3	17.0	-0.8	i	-3.4
CC(C)NS(=O)(=O)c1ccc(CCC(=O)Nc2ccc3c(c2)OCCO3)cc1	3.2	0.7	3.4	-0.3	-2.2	6.8	19.9	-2.1	i	0.5
CN(C)CCN(C(=O)c1ccc2c(c1)OCCO2)c1nc2c(Cl)cccc2s1	-0.1	-6.7	1.0	4.9	/	12.0	7.5	-1.4	i	12.6
COc1ccccc1NS(=O)(=O)c1cccc(C(=O)N/N=C/c2ccc(C)o2)c1	1.6	-1.0	-4.7	4.2	-0.1	9.6	3.5	0.0	i	-7.5
O=C(OCCN1C(=O)c2ccccc2C1=O)c1cc(S(=O)(=O)N2CCOCC2)ccc1Cl	4.7	/	2.5	-5.3	17.2	/	19.8	-3.3	/	/

An excerpt of these results, bar-delimited:
SMILES | HSP90 refold inh | Platelet DG rel | GSK3beta inhib | DYRK1A inh | HDAC3 inhib | HSF1 activator | AI-2 QS mod | GSK3A inh | PolyA inhibitor | HSF1 inh
Cc1ccc(N2C(=O)c3ccccc3NC2c2ccccc2O)cc1 (stereo not drawn) | 8.8 | 1.7 | -0.8 | 4.4 | -0.8 | 32.9 | -1.3 | -1.1 | i | 19.2
COc1cc(OC)cc(-c2cc3nc(C)cc(N4CCN(C(=O)c5ccco5)CC4)n3n2)c1 | 5.1 | -11.1 | 0.1 | / | -0.4 | 15.7 | 1.0 | -1.3 | i | -4.3
CCCCCCNC(=O)N[C@@H](C(=O)NCCC[C@H]1CN2C(=NC[C@@H]2Cc2ccccc2)N1CCc1cccc(OC)c1)C(C)C | / | 2.1 | -9.7 | / | 8.4 | 19.0 | 55.3 | 5.1 | i | 10.3

Remaining list, next part:
SMILES	HSP90 refold inh	Platelet DG rel	GSK3beta inhib	DYRK1A inh	HDAC3 inhib	HSF1 activator	AI-2 QS mod	GSK3A inh	PolyA inhibitor	HSF1 inh
FC(F)(F)c1cc(-c2ccccc2)nc(NC2CCCC2)n1	-1.6	0.1	4.1	5.6	7.6	-0.9	-7.9	-16.0	i	0.4
CCN1CCN(CC(=O)N2CCCC(C(=O)c3ccc(Oc4ccccc4)cc3)C2)CC1 (stereo not drawn)	-2.8	1.8	1.3	3.6	-4.9	/	-7.7	-0.6	i	/
c1ccc2nc3c(cc2c1)CCCCC3	-2.2	0.6	-6.2	-5.5	4.2	-1.7	-5.3	-1.1	i	0.6
Cc1cc(NC(=O)C2C3C(=O)N(Cc4ccc(Cl)cc4)C(C(=O)NC(C)(C)C)C34C=CC2(C)O4)no1 (stereo not drawn)	-1.7	-128.1	2.7	-1.7	8.6	-63.6	3.7	-2.4	i	-54.6*
Cc1ccc(CCNC(=O)C2CCC(=O)N2C(C)C)cc1 (stereo not drawn)	-1.3	6.9	1.1	-0.1	/	-27.9	42.9	7.1	i	-14.6
Cc1ccc(C(=O)Nc2ccc(Nc3ccccc3)cc2)cc1Br	/	-6.4	-1.0	/	10.0	25.4	23.3	-2.8	i	9.8
CC1CC(=O)NN=C1c1ccc(N)c([N+](=O)[O-])c1 (stereo not drawn)	0.9	60.9*	-1.1	22.2	0.0	-6.7	16.5	-1.7	i	-14.3
COc1ccc(S(=O)(=O)N2CCCCC2)cc1NC(=O)c1cccs1	-4.4	0.7	-0.9	-1.4	0.2	-0.1	35.7	1.0	i	-5.9
Cc1ccc(Cl)c(OCC(=O)Nc2cc(S(=O)(=O)N3CCOCC3)ccc2N2CCCC2)c1	-1.9	8.2	2.5	-4.2	4.7	14.7	28.2	-0.9	i	7.3
CCn1cc(/C=C(\NC(=O)c2ccccc2OC)C(=O)NCCCn2ccnc2)c2ccccc21	-8.7	-7.2	0.2	/	0.8	-4.9	-4.0	0.0	i	-3.4
COc1ccc(CCNC(=O)CSc2nnc(-c3ccc(F)cc3)c3ccccc23)cc1OC	-1.3	5.2	4.8	-2.5	-1.6	17.5	21.4	0.4	i	3.8
CCNC(=S)N/N=C(\C)c1cc2ccccc2o1	-2.0	-1.0	-1.0	-2.7	8.3	11.7	15.8	0.5	i	10.9

Source: PubChem (several laboratories)
